Source: PubChem BioAssay (several laboratories)
GSK3 alpha inh – human GSK-3 alpha kinase inhibition; P49840; 320,000 tested, 0.1% active; inhibition, % at 10 µM; ADP-Glo luminescence, 60 min;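 in the data active = inhibition above about 50%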;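 note: GST-tagged GSK-3 alpha with peptide substrate and 25 µM ATP; 0% = DMSO neutral wells and 100% = GW8510 positive control wells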
Target sequence (P49840 whole entry, looked up): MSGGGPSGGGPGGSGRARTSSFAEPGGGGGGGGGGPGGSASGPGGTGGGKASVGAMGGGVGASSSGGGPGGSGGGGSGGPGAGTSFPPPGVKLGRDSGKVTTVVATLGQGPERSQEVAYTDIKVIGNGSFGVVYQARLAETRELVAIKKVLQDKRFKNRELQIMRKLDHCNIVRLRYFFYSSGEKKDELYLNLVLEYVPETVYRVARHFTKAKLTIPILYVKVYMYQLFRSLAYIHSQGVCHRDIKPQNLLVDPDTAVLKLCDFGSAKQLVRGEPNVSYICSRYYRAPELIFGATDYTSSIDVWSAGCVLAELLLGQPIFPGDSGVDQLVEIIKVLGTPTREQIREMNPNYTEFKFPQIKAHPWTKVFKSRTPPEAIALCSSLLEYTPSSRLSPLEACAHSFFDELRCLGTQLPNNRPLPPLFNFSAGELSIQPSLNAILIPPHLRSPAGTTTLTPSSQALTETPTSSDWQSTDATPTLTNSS
HSF1 activator – increases HSF-1 driven luciferase reporter signal; NIH3T3-HGL HSF-1 luciferase reporter, MG132, 8 h; 100% = twice DMSO control signal; activation, % at 9 µM; 300,000 tested, 1.7% active; AID 504408;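 active = mean replicate activation of at least 50% with a set share of replicates each reaching 50%; inconclusive = only one of those two conditions met; inactive = mean below 50% and too few replicates reaching it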;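 note: 0% = median of the neutral control wells and 100% = twice that signal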
AI-2 QS mod – Vibrio harveyi AI-2 quorum sensing modulation; 300,000 tested, 0.4% active; activity change, % at 7.5 µM; Vibrio harveyi JMH597 AI-2 luminescence/OD600 ratio, 9 h; stronger effect = lower value; strain lacks LuxN and CqsS sensors; 0 = neutral-control median; AID 2094; in the data active = activity change below about -75%, passing the limit was not always enough; inconclusive = no clear call, values can overlap the other calls;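 note: luminescence divided by OD600 gain over 9 h not by final OD600 alone; inactives centre near 13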
Platelet DG rel – platelet dense granule release activity | human platelet-rich plasma, SFLLRN dense granule ATP release, luminescence | inhibition, %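 (compounds screened at 7.5 µM in platelet-rich plasma)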 | 300,000 tested, 0.22% active | AID 1663;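 active = mean replicate score, as percent of positive control, at or above 50; inconclusive = mean below 50 but at least one replicate at or above 50; inactive = mean and every replicate below 50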
HDAC3 inhib – inhibitors of human histone deacetylase 3; recombinant HDAC3, fluorogenic peptide/trypsin coupled, fluorescence; 320,000 tested, 0.15% active; inhibition, % at 8.3 µM; in the data active = inhibition above about 26%, passing the limit was not always enough; inconclusive = no clear call, values can overlap the other calls
Target sequence (O15379 whole entry, looked up): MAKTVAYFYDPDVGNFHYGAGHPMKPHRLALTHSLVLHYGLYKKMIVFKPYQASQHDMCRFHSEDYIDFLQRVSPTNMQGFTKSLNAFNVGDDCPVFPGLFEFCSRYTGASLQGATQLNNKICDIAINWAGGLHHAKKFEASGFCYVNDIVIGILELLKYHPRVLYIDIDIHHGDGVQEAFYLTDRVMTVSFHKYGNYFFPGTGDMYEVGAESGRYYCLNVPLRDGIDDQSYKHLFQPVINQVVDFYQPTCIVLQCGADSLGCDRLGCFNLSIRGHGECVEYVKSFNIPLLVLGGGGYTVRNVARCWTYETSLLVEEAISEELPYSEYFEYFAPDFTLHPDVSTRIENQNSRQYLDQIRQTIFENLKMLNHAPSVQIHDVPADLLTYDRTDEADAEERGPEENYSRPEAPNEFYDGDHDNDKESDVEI
GSK3B inh – human GSK3beta kinase inhibition | P49841 | GST-GSK3beta kinase, ADP-Glo luminescence, 60 min; stronger effect = lower value | activity score (negative = inhibition), % at 10 µM | 300,000 tested, 0.038% active;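 active = more than half of replicate wells score below -50%, meaning over 50% inhibition versus plate controls; inconclusive = some replicates but at most half score below -50%; inactive = no replicate scores below -50%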;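 note: 0% = median DMSO wells and -100% = median GW8510 positive control wells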
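Test system: GST-fused GSK3beta enzyme, cell-free | Quantity: 1.6 ng GST-GSK3beta enzyme per well | Reagent: 25 µM ATP with peptide substrate | Schedule: 60 min enzyme reaction, room temperature | Signal: Luminescent ADP-Glo measurement of ADP formed | Read-out basis: Score relative to plate controls | Control set: DMSO and 20 µM GW8510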
HSP90 inh – HSP90 refolding inhibition in rabbit reticulocyte lysate; luciferase refolding luminescence, 3 h; 290,000 tested, 0.91% active; AID 1789; inhibition, % at 5.6 µM;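 active = inhibition above the screen-wide mean plus 3 SD, computed separately per campaign, cut at about 16% in these data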;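 note: 0% = DMSO wells and 100% = 60 µM geldanamycin wells; inhibitors lower the luminescence because luciferase stays unfolded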
Dyrk1A ADPGlo – inhibitors of rat Dyrk1A kinase. Q63470. ADP-Glo luminescence, NFATc1 peptide. inhibition, % at 12.5 µM. 310,000 tested, 0.43% active. AID 504441; in the data active = inhibition above about 50%;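 note: plate controls were vehicle with enzyme for no effect and no enzyme for full effect; many of its hits are not listed in these tables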
HSF1 inhib – HSF1 inhibition. 300,000 tested, 0.77% active. AID 2098. activity change, negative = inhibition, % at 7.5 µM (by protocol). NIH3T3-HGL HSE-luciferase, MG132-induced, luminescence 8 h; stronger effect = lower value;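 active = more than half of replicate wells show activity change below -50%, luminescence cut by over half; inconclusive = some wells, but at most half, below -50%; inactive = no replicate well below -50%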;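 note: luciferase reports HSF-1 transcriptional activity via heat shock element; 0% = median of DMSO wells and -100% = zero luminescence signal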
PolyA inh – inhibitors of polyadenylation in S. cerevisiae; AID 1875; S. cerevisiae SKY197-pL101 polyadenylation reporter, beta-gal luminescence; efflux-impaired pdr1/pdr3 knockout yeast; score 100 = 6 SD above DMSO; 300,000 tested, 0.02% active; calls only at 12 µM;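 active = lowest replicate activity score at least 50, where 100 means six control SD above control mean; inconclusive = lowest score under 50 but half or more replicates reach 50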;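 note: yeast exposed to compound for 9 h at 30 °C; higher score means more reporter readthrough which indicates perturbed polyadenylation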
The depositor's hits bear a star; i = inactive; ? = inconclusive; nt = not tested or not shown. These rows are one share of the data; rates above refer to the full screens.

SMILES	GSK3 alpha inh	HSF1 activator	AI-2 QS mod	Platelet DG rel	HDAC3 inhib	GSK3B inh	HSP90 inh	Dyrk1A ADPGlo	HSF1 inhib	PolyA inh
Cn1c(=O)c(N)c2c3c(c(Br)ccc31)C(=O)c1ccccc1-2	4	5	19	10	2	-2	5	12	6	i
COc1ccc(NC(C)=[N+](C)CCNS(=O)(=O)c2ccc(Cl)cc2)cc1	1	-9	1	-3	7	-3	1	-7	-8	i
Cc1ccccc1NS(=O)(=O)c1ccc(OCC(=O)NCc2cccnc2)cc1	nt	nt	30	0	nt	2	1	-10	nt	i
O=C(COC(=O)c1cc([N+](=O)[O-])ccc1NCc1ccccc1)NC1CCCCC1	3	15	6	0	0	4	2	nt	5	i
CCOC(=O)c1cc2c(nc1N)CC(C)(C)OC2	-2	5	15	-3	-62	2	0	0	-2	i
COC(=O)[C@H](Cc1ccccc1)NC(=O)N1CC(C)OC(C)C1 (stereo not given in full)	1	-15	-5	0	1	-1	-3	3	-10	i
COc1ccccc1CNC(=O)C1CCN(S(=O)(=O)c2ccc3c(c2)CC(C)N3C(=O)C2CC2)CC1 (stereo not given)	-2	8	20	-2	0	3	-1	6	-2	i
Cc1cc(C(=O)N2CCCc3ccccc32)no1	-2	-2	-6	1	3	6	6	-5	5	i
CC(=O)c1c(C)[nH]c(-c2ccccc2)nc1=S	0	11	-9	18	-7	-4	9	-3	0	i
CCc1nc(NCc2ccc3c(c2)OCO3)c2oc3ccccc3c2n1	nt	-40	-1	7	20	1	-1	6	-20	i
CN(C)/C=C/C(=O)Oc1ccc(Cl)cc1Cl	-5	5	3	7	2	2	2	-3	0	i
CSc1nc2ccc(NS(=O)(=O)c3ccc(Cl)s3)cc2s1	-1	6	28	-2	2	5	0	8	-5	i
COc1ccc(OCCNC(=O)C(c2ccccc2)c2ccccc2)cc1	-1	-6	38	-2	-1	-3	-2	1	-9	i
COc1cc(NC(=O)COc2ccccc2[N+](=O)[O-])ccc1NC(=O)c1cccs1	nt	15	11	-3	nt	-1	1	5	19	i
CC(C)CC(=O)NC(c1ccccc1Cl)c1c(O)ccc2ccccc12 (stereo not given)	1	32	20	-1	-3	3	1	1	9	i

Reprinted at random: 3 records from the list.
SMILES	GSK3 alpha inh	HSF1 activator	AI-2 QS mod	Platelet DG rel	HDAC3 inhib	GSK3B inh	HSP90 inh	Dyrk1A ADPGlo	HSF1 inhib	PolyA inh
COc1ccc(OCCNC(=O)C(c2ccccc2)c2ccccc2)cc1	-1	-6	38	-2	-1	-3	-2	1	-9	i
CSc1nc2ccc(NS(=O)(=O)c3ccc(Cl)s3)cc2s1	-1	6	28	-2	2	5	0	8	-5	i
COc1ccc(NC(C)=[N+](C)CCNS(=O)(=O)c2ccc(Cl)cc2)cc1	1	-9	1	-3	7	-3	1	-7	-8	i

Next section:
SMILES	GSK3 alpha inh	HSF1 activator	AI-2 QS mod	Platelet DG rel	HDAC3 inhib	GSK3B inh	HSP90 inh	Dyrk1A ADPGlo	HSF1 inhib	PolyA inh
Cc1cccc(C)c1OC(=O)CSc1nnc(-c2ccccc2O)o1	-1	2	nt	1	-4	nt	-2	19	-5	i
COc1ccc(C(=O)NCc2nnc(SCC(=O)Nc3cccc(OC)c3)o2)cc1	0	8	20	-2	0	1	0	-1	4	i
N#Cc1cnc2ncnn2c1-c1ccccc1	0	2	20	6	2	-5	-2	0	-2	i
CC(C)OC(=O)c1c(NC(=O)C2CC=CCC2C(=O)O)sc2c1CCCCC2 (stereo not given)	-5	-15	18	-1	-3	2	-6	-4	-14	i
O=C1C=C(NCc2ccncc2)CC(c2ccccc2)C1 (stereo not given)	-1	15	29	2	5	2	1	-3	0	i
COCCN1C(=O)c2oc3cc(C)c(C)cc3c(=O)c2C1c1cccc(O)c1 (stereo not given)	-1	-4	13	-6	0	-1	-1	10	-5	i
Cc1nc(C(=O)O)cc2c1[nH]c1ccccc12	-1	12	44	6	-78	3	nt	13	9	i
O=C(COc1ccc(Cl)cc1Br)Nc1ccncc1	8	10	15	4	1	2	0	10	-3	i
Cc1cc(/C=N/NC(=O)c2ccccn2)c(C)n1-c1cccc([N+](=O)[O-])c1	1	9	-5	8	11	2	3	-6	13	i
Cc1cnc(CNC(=O)c2ccc3oc(C(C)C)nc3c2)[nH]1	0	6	20	-2	0	5	-2	8	4	i
CCOc1ncccc1C(=O)Nc1ccc(Cl)cc1	-1	-2	25	2	-1	1	1	-2	-9	i
C=CCNC(=O)/C(=C\c1ccc(Br)cc1)NC(=O)c1ccccc1OC	-4	5	23	2	4	0	-4	-60	0	i
COc1ccc(NC(=O)c2cc(-c3ccc4c(c3)OCO4)on2)cc1OC	0	33	18	-36	4	-1	-3	-1	7	i
NNC(=O)c1cc(-c2ccc(O)cc2)nc2ccc(Br)cc12	-2	4	39	9	nt	1	3	2	1	i
O=C(NC(=S)Nc1ccc(NC(=O)c2cccs2)cc1)c1ccc([N+](=O)[O-])cc1	-2	-1	26	-1	0	2	0	13	3	i

In a second layout: results already given
GSK3 alpha inh	HSF1 activator	AI-2 QS mod	Platelet DG rel	HDAC3 inhib	GSK3B inh	HSP90 inh	Dyrk1A ADPGlo	HSF1 inhib	PolyA inh	SMILES
1	9	-5	8	11	2	3	-6	13	i	Cc1cc(/C=N/NC(=O)c2ccccn2)c(C)n1-c1cccc([N+](=O)[O-])c1
0	6	20	-2	0	5	-2	8	4	i	Cc1cnc(CNC(=O)c2ccc3oc(C(C)C)nc3c2)[nH]1

The listing picks up with the three entries that preceded the break.
SMILES	GSK3 alpha inh	HSF1 activator	AI-2 QS mod	Platelet DG rel	HDAC3 inhib	GSK3B inh	HSP90 inh	Dyrk1A ADPGlo	HSF1 inhib	PolyA inh
COc1ccc(NC(=O)c2cc(-c3ccc4c(c3)OCO4)on2)cc1OC	0	33	18	-36	4	-1	-3	-1	7	i
NNC(=O)c1cc(-c2ccc(O)cc2)nc2ccc(Br)cc12	-2	4	39	9	nt	1	3	2	1	i
O=C(NC(=S)Nc1ccc(NC(=O)c2cccs2)cc1)c1ccc([N+](=O)[O-])cc1	-2	-1	26	-1	0	2	0	13	3	i
COc1ccc(/C=C/C(=O)N2CCNC(=O)C2)c(OC)c1	-1	-5	15	4	5	-3	2	-4	-8	i
CCc1nnc(NS(=O)(=O)c2ccc(NC(=O)c3ccc(C#N)cc3)cc2)s1	-2	-10	nt	15	8	nt	-1	18	-7	i
Cc1[nH]c2c(C(=O)N3CCCC(CCC(=O)NCc4ccccc4F)C3)cccc2c1C (stereo not given)	-2	24	-5	1	0	-2	4	-7	4	i
C/C(=N\O)C(=O)NCCN(C)C	0	-17	18	0	3	-2	-4	2	-2	i
Cc1cc(Sc2nc(N)ncc2[N+](=O)[O-])ncn1	18	8	-22	-2	-11	4	0	13	5	i
N#Cc1c(F)cccc1N1CCC(C#N)CC1	1	7	16	29	-9	1	0	-16	1	i
CCN1CCN(C(=S)Nc2ccc([N+](=O)[O-])cc2)CC1	-3	3	-14	8	?	2	4	0	-8	i
O=C(NC1CCCCC1)C1CCN(S(=O)(=O)c2cccc3cccnc23)CC1	-6	-1	25	-1	4	2	0	9	2	i
CCOc1ccc(CC2S/C(=N/c3ccccn3)NC2=O)cc1 (stereo not given)	-1	3	5	-12	-2	-2	3	-7	1	i
Cc1ccc(CS/C(Nc2ccccc2C)=C(\C#N)C(N)=O)c(C)c1	-1	40	28	22	8	0	5	1	18	i
CCOc1cc(NC(=O)C2CC2)c(OCC)cc1NC(=O)CCn1nnc2ccccc21	2	23	1	1	-3	2	-4	-6	13	i
O=C(NC1CCCC1)c1cc(-c2ccccc2)nc2ccccc12	-2	1	3	0	6	1	-2	nt	2	i
C/C=C/c1ccc(OCCCCNCc2ccco2)c(OC)c1	-2	6	38	7	9	2	1	nt	-10	i
Cc1nn(S(=O)(=O)c2ccc(C(C)C)cc2)c(C)c1S(=O)(=O)N1CCOCC1	-3	4	25	-5	3	0	-5	-2	-6	i
COC(=O)c1cc(CSC(=N)N)ccc1OCCC(C)C	-2	1	23	1	6	-1	-2	7	-6	i
CC1(c2ccccc2)CC(c2ccccc2)=Nc2ccccc2N1 (stereo not given)	-2	11	3	-46	16	-1	-1	2	14	i
COc1cc(OC)c(C2C(C(=O)Nc3ccccc3)=C(C)Nc3ncnn32)cc1OC (stereo not given)	-4	-2	17	0	?	-6	-2	2	3	i
COC(=O)c1ccccc1NC(=O)NCc1ccccn1	-2	2	21	0	0	0	-4	2	-5	i
COc1ccc(N/C=C/C(=O)c2ccc(OC)c(OC)c2)cc1	0	-14	20	14	8	0	5	-3	-10	i
CC(C)c1ccc(N(CC(=O)NCCSCc2ccco2)S(C)(=O)=O)cc1	0	3	21	0	6	5	-2	-4	8	i
Cc1ccc2nc(SCC(=O)N3CCN(C(=O)c4ccco4)CC3)[nH]c2c1	1	27	6	-48	-5	2	-2	-10	-2	i
CCCCOC(=O)Nc1ccccc1C(N)=O	-1	6	12	-3	-4	3	1	20	2	i
CCC(C)C(NC(=O)C1CCC(C)CC1)C(=O)NCCc1ccc(S(N)(=O)=O)cc1 (stereo not given)	0	6	8	-4	6	2	0	0	-7	i
CCOC(=O)c1ccc(NC(=O)CN2C(=O)C(=O)N(CC(C)C)C2=O)cc1	nt	0	20	-4	-3	-2	4	-7	-5	i
Cc1sc2nc(CSCC(=O)NC(C)(C)C)[nH]c(=O)c2c1C	-5	22	12	-2	13	-1	-4	3	-1	i
COc1ccc(C2=NN(CN3C(=O)C(=O)c4ccccc43)C(c3ccc(C)cc3)C2)cc1 (stereo not given)	nt	12	23	1	-5	-1	6	7	2	i
Cc1cc2c(c(SCC(=O)Nc3ccc(C)c(C)c3)n1)C(=O)OC2	2	5	12	-1	4	-1	4	6	1	i
O=c1[nH]c2cc(Br)cnc2nc1/C=C(\O)c1ccc(F)cc1	-3	26	-2	-1	3	-1	-3	-4	0	i

A few values from the entries so far.
Result of `CCc1nc(NCc2ccc3c(c2)OCO3)c2oc3ccccc3c2n1` under HSF1 activator: -40
Result of `CCN1CCN(C(=S)Nc2ccc([N+](=O)[O-])cc2)CC1` under GSK3 alpha inh: -3
